Dengue virus CPE: Dengue virus cytopathic effect inhibitors, cell-based, CPE readout, HTS (AID 540333). Dengue virus CPE inhibition in host cells; hits give high values. CPE inhibition, % at 20 µM. 10,000 compounds, 3.1% hits; in the data active = CPE inhibition mostly above about 9.1%, no sharp cut-off; inactive = mostly below about 7.2%
* marks the source's active call; other numbers are inactive results; i = inactive. The list is partial (hit frequency here may not be typical).

A first look, two compounds:
compound | Dengue virus CPE
O=C(CNS(=O)(=O)c1ccc2ccccc2c1)OCc1csc(-c2ccccc2)n1 | 3.3
O=C(CCN1CCN(c2ccccc2)CC1)NNC(=O)c1cccc2ccccc12 | 0.6

The listing, previewed entries included:
compound | Dengue virus CPE
O=C(CNS(=O)(=O)c1ccc2ccccc2c1)OCc1csc(-c2ccccc2)n1 | 3.3
O=C(CCN1CCN(c2ccccc2)CC1)NNC(=O)c1cccc2ccccc12 | 0.6
Cc1cc(C(=O)COC(=O)Cc2n[nH]c(=O)c3ccccc23)c(C)n1-c1cccc(C(F)(F)F)c1 | 2.3
Cc1ccc(C(=O)N/C(=C/c2cccs2)C(=O)NCCc2c[nH]c3ccccc23)cc1 | i
CCCC1CCC(c2ccc(C(=O)NN)cc2)CC1 (configuration not stated) | 0.2
COc1ccc(NC(=O)c2cccnc2NCCc2ccccc2)cc1 | 2.1
CC(=O)Nc1ccc2[nH]ccc2c1 | 1.1
CCS(=O)(=O)N1CCN(c2ccc(Cl)cc2[N+](=O)[O-])CC1 | 0.0
Cc1ccc2c(c1)-c1nc3ccccc3cc1C2=NC1CCCCC1 | i
CC12CCC(C/C1=N\N=C1\NC(=O)/C(=C\c3ccc(Cl)cc3)S1)C2(C)C (configuration not stated) | 12*
COc1cc(C=O)ccc1OCCOc1ccccc1[N+](=O)[O-] | 0.1
CC(C)(C)OC(=O)NCc1ccc(CNC(=O)c2[nH]cnc2C(=O)N[C@@H](Cc2ccccc2)C(=O)OCc2ccccc2)cc1 | 7.6
COc1ccc([C@H]2CC(=O)C=C(/C=C/c3ccccc3)C2)cc1OC | 0.2
CC1(c2nnc(-c3cccc(Cl)c3)o2)CC(c2ccccc2F)=NO1 (configuration not stated) | 0.6
CC1CCCN(S(=O)(=O)c2ccc(Br)s2)C1 (configuration not stated) | 0.8
Cc1nn(-c2ccccc2)c(N2CCCC2)c1/C=C1\N=C(c2ccc(OC(C)C)cc2)OC1=O | 0.3
CCOC(=O)c1c(-c2ccc(C)o2)csc1NC(=S)NC(=O)c1cccs1 | 1.1
CCCCC1C2=C(CC(C)(C)CC2=O)OC2=C1C(=O)CC(C)(C)C2 | 1.7
COc1cc(/C=C/C(=O)Nc2nnc(CC(C)C)s2)cc(OC)c1OC | 1.9
COC(=O)c1sc(NC(=O)C(C)c2ccccc2)nc1C (configuration not stated) | i
O=S(=O)(c1cccc(Cl)c1)N1CCN(S(=O)(=O)c2ccc3c(c2)OCCO3)CC1 | 1.3
Cn1c(NC(=O)c2ccc(S(=O)(=O)N3CCOCC3)cc2)cc(=O)n(C)c1=O | 0.1
Cc1ccc(Nc2nnc(SCC(=O)Nc3ncc(C(F)(F)F)cc3Cl)s2)cc1 | i
Cc1cc(C)nc(SCc2ccc(C(=O)NNC(=O)Nc3cccc(Cl)c3)cc2)n1 | i
O=C(NNc1nc(-c2ccc(Cl)cc2)cs1)c1ccco1 | i

New compounds follow
compound | Dengue virus CPE
COc1ccccc1NC(=S)NC(=O)C1CC1 | 0.5
COc1ccccc1NC(=S)N1CCN(C/C=C/c2ccccc2)CC1 | 0.5
COc1cc(C(=O)NC2CCN(C)CC2)ccc1Nc1ncc2c(n1)N(CCc1ccccc1)CCC(=O)N2C | i
Cc1cccc(N=C2NC(=O)/C(=C/C=C/c3ccco3)S2)c1C | i
C/C(=N\NC(=O)c1ccc([N+](=O)[O-])c(C)c1)c1ccccc1Cl | 0.0
CC(=O)c1ccc(OC(C)C)c(Cc2c(O)nc(N)[nH]c2=O)c1 | 0.3
Cc1ccccc1CSc1nc2ccccc2c(=O)[nH]1 | i
O=C(O)CCN1C(=O)c2ccc(NC(=O)CSCc3ccccc3)cc2C1=O | 0.4
Cc1ccc(C2NC(=S)NC3=C2C(=O)CC(C)(C)C3)cc1 (configuration not stated) | 2.6
CC(=O)Oc1ccc(N(C(C)=O)S(=O)(=O)c2cc([N+](=O)[O-])ccc2C)cc1 | i
NC(=O)[C@H](Cc1cc2ccccc2s1)NC(=O)[C@@H]1CC2(CC(c3cccc(NC(=O)[C@@H]4CCC(=O)N4)c3)=NO2)CN1C(=O)c1ccccc1 (some centres not stated) | i
CC(=O)c1c(C)[nH]c(C(=O)CSc2ncnc3sc(-c4ccccc4)cc23)c1C | 0.4
O=C(NC(=S)Nc1ccc(Cc2ccncc2)cc1)c1ccccc1 | 0.4
Cc1c(C(=O)C(=O)N2c3ccc(F)cc3CCC2C)c2ccccc2n1C (configuration not stated) | 0.4
COc1cc(N2CCCC2)ccc1[N+](=O)[O-] | 0.2
Cc1ccccc1Cn1c(=N)n(CC(=O)c2ccc([N+](=O)[O-])cc2)c2ccccc21 | i
COc1cc(/C=C/C(=O)OCC(=O)Nc2ccc(S(=O)(=O)N3CCCC3)cc2)ccc1O | i
O=C(NCc1ccccc1)c1cccc(COc2cc(Cl)ccc2Cl)c1 | i
CCN(C(=S)Nc1ccc(Oc2ccccc2)cc1)c1ccccc1 | 0.4
COc1ccc(-c2onc3ccc(Br)cc23)cc1 | 0.5
Cc1ccc(OCC(=O)Nc2ccccc2Sc2ccc(Cl)cc2)c([N+](=O)[O-])n1 | 14*
O=C1c2cccc(OCC(=O)N3N=C(c4cccs4)CC3c3ccc(F)cc3)c2CCN1Cc1ccccc1 (configuration not stated) | 2.3
Cc1cc(C)n2cc(CSCC(=O)O)nc2n1 | i
CCOC(=O)Cc1csc(NC(=O)Cc2ccc([N+](=O)[O-])cc2)n1 | i
Cc1cc(C)c(C)c(S(=O)(=O)N2CCC(C(=O)Nc3ccccc3N3CCOCC3)CC2)c1C | 3.6

New compounds follow
compound | Dengue virus CPE
Cc1ccc(NN=C2C(=O)OC(C)(C)OC2=O)c(C)c1 | i
Cc1ccc(NC(=O)Nc2nnc(Cc3ccc([N+](=O)[O-])cc3)s2)cc1C | 4.1
COc1ccc(NC(=O)Cn2ncc(Cl)c(Cl)c2=O)cc1S(=O)(=O)N1CCOCC1 | i
CCCN1C/C(=C/c2ccc3c(c2)OCO3)C(=O)/C(=C/c2ccc3c(c2)OCO3)C1 | i
CCOC(=O)C1CCCN(C(=O)CSc2ccccc2)C1 (configuration not stated) | 0.7
COC(=O)c1cn(C(=O)c2ccc(C)c(C)c2)c2ccccc12 | 0.0
COc1ccc(-c2nc(N)n(C(=O)c3ccc(C)cc3)n2)cc1 | 0.5
O=C(NCC1CC1)c1onc(CSc2ccccc2)c1C(=O)NCC1CC1 | 0.5
Cc1ccc(S(=O)(=O)Nc2ccc(-c3nnc(SCc4ccccc4Cl)o3)cc2)cc1 | 17*
CC1=NN(C(=O)c2ccccc2-n2cccc2)C(O)(C(F)(F)F)C1 (configuration not stated) | i
CC/C(=N/N=C(\CC)c1ccccc1)c1ccccc1 | 0.9
Cc1c(NC(=S)N/N=C/c2ccc(N(C)C)cc2)c(=O)n(-c2ccccc2)n1C | i
CCOC(=O)c1cnc2ccc(F)cc2c1Nc1ccc2c(c1)OCCO2 | 0.5
O=C(COC(=O)c1cccc(Cl)c1Cl)NCCN1C(=O)CSC1=O | i
COc1cccc(C(=O)NC(=S)N2CCN(c3ccc(C(F)(F)F)cc3[N+](=O)[O-])CC2)c1 | 1.6
Cc1ccc(-c2csc(NC(=O)CSc3nnc4c(n3)[nH]c3ccccc34)n2)cc1 | 1.5
CCOC(=O)C1C(=O)C=C(c2cccs2)CC1c1ccccc1 (configuration not stated) | 0.0
COc1ccc(/C(N)=N/O)cc1O | 0.2
O=C(CSc1nc2ccccc2s1)Nc1cc(S(=O)(=O)N2CCOCC2)ccc1O | i
COc1cc(/C=C/c2noc(-c3ccccc3O)n2)cc(OC)c1OC | i
COc1cccc(NC(=O)COC(=O)c2ccc(F)cc2F)c1 | i
O=c1nc2s/c(=C\c3ccc(-c4ccccc4[N+](=O)[O-])o3)c(=O)n2nc1-c1ccccc1 | i
N#CC(C#N)=Cc1ccc(-c2ccc(S(=O)(=O)N=C(N)N)cc2)o1 | 0.5
COC(=O)NNC(=O)c1ccc(C)c(Br)c1 | 0.1
CC(C)(C)NC(=O)c1oc2ccccc2c1COc1ccccc1 | 2.3

Going on with the list.
compound | Dengue virus CPE
CSc1sc(C)cc1/C=N/O | i
COc1ccc(C(=O)c2ccc(OC)c(Br)c2)cc1Br | 1.5
CC1(C)CC(=O)/C(=C(/O)Cc2ccccc2)C(=NCCc2ccccc2)C1 | 0.3
Cc1ccc(OCC(=O)NCCC2=CCCCC2)cc1 | 0.2
COc1ccccc1C(=O)NC(=S)Nc1ccc(N2CCCC2)cc1 | 0.8
COc1cc(CNC(=O)c2ccc3c(c2)S(=O)(=O)c2ccccc2C3=O)cc(OC)c1 | 1.6
COC(=O)c1c(NC(=O)COC(=O)[C@@H](NS(=O)(=O)c2ccccc2)C(C)C)sc2c1CCC2 | 24*
O=C(Nc1ccc(Cl)cc1C(F)(F)F)C(Sc1nnc(-c2cccs2)o1)c1ccccc1 (configuration not stated) | 0.6
CNC(=O)N(C1=NCCCCC1)c1ccc(Br)cc1 | 0.1
Cc1cccc(OCCOc2ccccc2C=C(C#N)C#N)c1 | 2.4
CN(C)Cc1ccccc1Sc1cccc2ccccc12 | 0.6
COc1ccccc1NC(=O)c1ccc(NS(=O)(=O)c2ccc(F)c(Cl)c2)cc1 | i
O=C(CNS(=O)(=O)c1cccc(Cl)c1)OCc1csc(-c2ccccc2)n1 | 0.0
CC1=C(C)CC(C(=O)Nc2nc(-c3ccc(C)cc3C)c(C)s2)C(C(=O)O)C1 (configuration not stated) | i
CCN(Cc1ccccc1)c1ccc(/C=N/NS(=O)(=O)c2ccc(C)c([N+](=O)[O-])c2)cc1 | 0.5
O=C(Cc1cccs1)Nc1nnc(SCc2ccc(C(F)(F)F)cc2)s1 | 1.9
COc1cc(/C=C/C(=O)N(Cc2ccccc2)c2ccccn2)cc(OC)c1OC | i
O=S(=O)(c1ccc(NC(=S)Nc2ccccc2)cc1)N1CCOCC1 | i
Cc1cc(-c2n[nH]c(=S)n2Cc2ccccc2)cs1 | 1.4
C/C(N)=C(/C#N)C(=O)COC(=O)c1cc(-c2ccc(Br)cc2)nc2ccccc12 | 8.0
COc1cccc(N(C(=O)CS(=O)CC(=O)Nc2ccc(F)cc2)C(C(=O)NC2CCCCC2)c2cccs2)c1 (configuration not stated) | 0.9
Cc1cc(C(=O)NC(=S)Nc2ccccc2N2CCOCC2)ccc1[N+](=O)[O-] | 0.4
O=C(O)c1cccc(CSc2nc(-c3ccccc3)cc(C(F)(F)F)n2)c1 | 0.2
O=S(=O)(NCCC(c1ccc(F)cc1)c1ccco1)c1ccccc1 (configuration not stated) | 14*
CC1(c2cccc3ccccc23)NC(=O)N(CC(=O)NC2CCS(=O)(=O)C2)C1=O (configuration not stated) | i

Further structures.
compound | Dengue virus CPE
COc1ccccc1OCC(=O)NCCSCc1ccccc1Cl | i
O=C1C=C(c2cc3ccccc3s2)CCC1 | 0.1
COC(=O)CCC(=O)NC(=S)Nc1ccc(S(=O)(=O)Nc2cc(OC)nc(OC)n2)cc1 | 1.9
CCC(=O)N1CCC(NC(=O)Nc2ccc(OC(F)(F)F)cc2)CC1 | i
CC(C)c1ccc(C2NC(=S)NC3=C2C(=O)CC(C)(C)C3)cc1 (configuration not stated) | 3.5
COc1ccc([C@@H]2[C@@H]3C(=O)N(C(C)(C)C)C(=O)[C@@H]3[C@]3(Cc4ccccc4)C(=O)N(c4ccc(OC)cc4)C(=O)N23)cc1 | 0.5
CCOc1cc(/C=N/NC(=O)CSc2nncn2C)ccc1OC(=O)c1ccc(Cl)cc1 | 1.7
Cc1cc(C)c2c(c1)cc(C)c1nnc(SCC(=O)Nc3ccc(S(=O)(=O)N4CCCCC4)cc3)n12 | 5.3
CSc1ccc(CCCCCCOC(=O)C(C)(C)C)cc1 | 0.5
CCOc1ccc(NC(=O)c2ccco2)c([N+](=O)[O-])c1 | 0.2
CCCCCCCNC(=O)C1(CC2CC(c3cccc(Br)c3)=NO2)CCN(C(=O)C2(C)CC2)CC1 (configuration not stated) | 2.1
Fc1cccc(F)c1/C=C/c1ccc2ccccc2n1 | i
CCCCNC(=S)NNC(=O)c1csc(C)c1CC | i
O=C(CCCOc1ccccc1)Nc1ccccc1C(F)(F)F | 0.1
Cn1cc(C(=O)N2CCc3ccccc32)cn1 | i
CSc1ccc(C2=CC(=O)C[C@H](c3ccc(Cl)cc3)C2)cc1 | 4.9
O=C(c1ccc(N2CCN(S(=O)(=O)c3ccccc3)CC2)c([N+](=O)[O-])c1)N1CCOCC1 | i
COc1cc(Cl)c(C)cc1NC(=O)c1cc(S(=O)(=O)N(C)C)ccc1N1CCCC1 | i
CCC(CC)NC(=O)c1cccc([N+](=O)[O-])c1C | 1.3
CCOc1ccc(C(=O)NC(=S)NCc2cccnc2)cc1 | 0.3
CC1=CN2C(=N)/C(=C/c3ccc(Sc4ccc(C)cc4)o3)C(=O)N=C2S1 | 9.5
CN=c1scc(-c2cccs2)n1/N=C/c1ccccc1O | 5.6
CCOC(=O)CCCCCC(=O)Nc1ccc2c(c1)C(=O)N([C@H](C)CO)C[C@H](C)[C@@H](CN(C)C(=O)Nc1ccc(OC)cc1)O2 | 0.0
Cc1ccc(-c2csc(N/N=C/c3ccco3)n2)c(C)c1 | i
CC(=O)Nc1ccc(NC(=S)NC(=O)c2oc3ccccc3c2C)cc1 | i
Cc1ccc(C)c(OCCSc2nnc(-c3cccnc3)n2N)c1 | 0.1
CCCCCCCCNC(=O)/C(C#N)=C/c1ccc(SC)cc1 | 0.2
COC(=O)c1nn(-c2ccc(OC)cc2)c(=O)c2c(N)sc(C)c12 | 0.0

An excerpt of these results, field by field:
> CCOc1cc(/C=N/NC(=O)CSc2nncn2C)ccc1OC(=O)c1ccc(Cl)cc1
- Dengue virus CPE: 1.7

> Cc1ccc(C)c(OCCSc2nnc(-c3cccnc3)n2N)c1
- Dengue virus CPE: 0.1

> CC(C)c1ccc(C2NC(=S)NC3=C2C(=O)CC(C)(C)C3)cc1 (configuration not stated)
- Dengue virus CPE: 3.5

> Cc1ccc(-c2csc(N/N=C/c3ccco3)n2)c(C)c1
- Dengue virus CPE: i

High-throughput results deposited in PubChem by Southern Research Specialized Biocontainment Screening Center.
